Compound activity (PubChem BioAssay)
RmlCD inh 1536 = blocks M. tuberculosis RmlC and RmlD coupled enzymes; P9WH09+P9WH11; RmlC+RmlD coupled enzyme assay, percent inhibition; primary screen in compound mixtures; inhibition, % at 3.6 µM; actives 0.03% (n = 160,000); in the data active = inhibition mostly above about 34%, no sharp cut-off; also: some results filed as inactive read as strong as hits
Target sequence (P9WH09 whole entry, looked up): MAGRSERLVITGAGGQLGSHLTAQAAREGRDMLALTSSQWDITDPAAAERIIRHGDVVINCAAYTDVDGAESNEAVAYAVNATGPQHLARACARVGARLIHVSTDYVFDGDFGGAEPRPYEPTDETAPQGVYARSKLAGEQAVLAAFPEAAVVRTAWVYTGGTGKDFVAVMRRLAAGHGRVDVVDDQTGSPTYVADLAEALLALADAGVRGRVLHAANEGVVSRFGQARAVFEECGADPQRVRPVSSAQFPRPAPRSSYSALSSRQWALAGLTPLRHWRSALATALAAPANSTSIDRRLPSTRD
Target sequence (P9WH11 whole entry, looked up): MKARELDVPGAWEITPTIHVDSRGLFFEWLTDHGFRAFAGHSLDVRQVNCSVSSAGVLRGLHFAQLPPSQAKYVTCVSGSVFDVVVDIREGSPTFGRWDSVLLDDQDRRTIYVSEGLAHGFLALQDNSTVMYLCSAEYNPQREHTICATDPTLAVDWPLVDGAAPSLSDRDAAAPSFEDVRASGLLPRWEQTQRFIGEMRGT
GlmU inhibition = inhibition of mycobacterial GlmU enzyme – biochemical, glucosamine-1-phosphate acetyltransferase (AID 1376) | M. tuberculosis GlmU acetyltransferase enzyme assay; higher % means a stronger effect | inhibition, %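 (tested at 30 µM in the primary screen)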; hits with a dose series show IC50 in µM | actives 0.25% (n = 220,000); in the data active = inhibition above about 13%;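 also: 0% = complete reaction with vehicle and 100% = reaction without substrate; strong numbers were not always called active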
Active calls of the source: *; / = no result given; & = joins results of further samples. Not all compounds are listed, so the mix of outcomes need not match the whole.

Values run as follows: RmlCD inh 1536, GlmU inhibition
> CCn1c(Cc2cccn2C)nnc1SCC(=O)c1ccc(C)cc1
 : /, -0.8%
> COc1ccc2c(c1)c(=O)oc1cc3occ(C(C)(C)C)c3cc12
 : -9.6, /
> CCOC(=O)CCn1c(=O)c2c(nc(Br)n2Cc2ccccc2)n(C)c1=O
 : -0.2, -4.1%
> O=C(NNC(=O)c1cccnc1)NC1CCCCC1
 : 5.2, -8.0%
> Cc1cc(C)nc(N2CCN(C(=O)c3ccc(S(=O)(=O)N4CCCCCC4)cc3)CC2)n1
 : 2.7, 1.7%
> CN(C(=O)c1ccccc1Cl)c1ccccc1
 : -2.4, 1.7%
> CC(=O)Nc1sc2c(c1C(c1ccc(F)cc1)N1CCOCC1)CCCC2 (stereo unspecified)
 : /, -0.3%
> Cc1ccc2c(c1)nnn2C1CCN(S(=O)(=O)c2ccc(C(=O)N3C(C)CCCC3C)cc2)CC1 (stereo unspecified)
 : -0.2, /
> COc1ccc(OCCNC(=O)CCCO)cc1
 : /, 2.2%
> Cc1nc2sccn2c1P(c1c(C)nc2sccn12)c1c(C)nc2sccn12
 : /, -4.7%
> COc1ccc(S(=O)(=O)N2CCN(CC(=O)Nc3ccc(C)c(F)c3)CC2)cc1
 : /, 0.0%
> O=C(NCc1ccccc1)c1noc2c1CCCC2
 : -9.1, -0.4%
> Cc1ccc(Cl)cc1NC(=S)NCCCSC1CCCCC1
 : 4.2, -8.5%
> O=[N+]([O-])c1ccc(Cl)c(S(=O)(=O)N2CCCCCC2)c1
 : -4.5, 6.7%
> CN1CCc2c(sc3c2C(=O)NC(c2cccs2)N3)C1 (stereo unspecified)
 : -9.7, 2.5%
> Cn1ncc(C#N)c1/N=C/N1CCCCC1
 : /, 4.6%
> CC(=O)c1ccc(NC(=S)NC(=O)c2c(Cl)c(C)nn2C)cc1
 : -14.2, 5.8%
> O=C(Nc1cc(S(=O)(=O)N2CCOCC2)ccc1Cl)c1cc(=O)c2ccccc2o1
 : -4.3, 1.9%
> CC(C)C(=O)Nc1nnc(NC(=S)Nc2ccccc2)s1
 : -2.0, 2.6%
> COc1ccc(NC2=NC(=S)N(c3cccc(C)c3)C23CCCCC3)cc1
 : -3.2, /
> CCOCCOC(=O)c1ccc(-n2cncn2)nc1
 : 5.9, 7.1%
> Cc1ccc(-c2cc(C(=O)N/N=C/C(Br)=C/c3ccccc3)n[nH]2)o1
 : 6.1, 1.0%
> CCCC(C)NC(=O)Cc1ccccc1[N+](=O)[O-] (stereo unspecified)
 : -9.9, 2.9%
> C/C(=N\Nc1ccccn1)c1ccc(C(C)C)cc1
 : /, -4.4%
> COc1ccc(CN(C(=O)c2ccc(-c3ccccc3)[nH]2)C(C(=O)NC(C)(C)C)c2ccncc2)cc1 (stereo unspecified)
 : -8.9, 7.5%
> Cc1cccc(NC(=S)NC(=O)c2ccc(Br)o2)c1C
 : -5.8, -0.4%
> Nc1c(Cl)ncnc1N/N=C/c1ccc2ccccc2n1
 : /, 1.7%
> CC(=O)NC(=O)c1nnn(Cc2ccccc2)c1NC(C)=O
 : 3.9, 0.9%
> O=C1C2CCCN2C(c2cccnc2)N1c1nccs1 (stereo unspecified)
 : -3.5, /
> CS(=O)(=O)N(CC(=O)NCCSC1CCCCC1)c1ccccc1
 : -6.3, 4.1%
> CCN1CCN(CCNC(=O)c2cn(C(C)c3ccccc3F)nn2)CC1 (stereo unspecified)
 : /, -2.3%
> Cc1cc(C)nc(Sc2c(C)nn(-c3ccccc3)c2C)n1
 : /, 1.7%
> Cc1nnc(C)n1N1C(=O)c2cccc3cccc(c23)C1=O
 : 11.1, 9.7%
> C/C(CCC(C)C)=N\NC(=S)NCc1ccccc1
 : 6.5, 7.3%
> COc1ccccc1CNC(=O)C1CC(=O)N(c2ccc(C)c(C)c2)C1 (stereo unspecified)
 : -2.7, 0.5%
> O=C(c1ccco1)N1CCCC(c2ccccc2)C1 (stereo unspecified)
 : /, 0.2%
> O=C(NCc1ccc2[nH]c3c(c2c1)CCCC3)c1ccc(S(=O)(=O)N2CCOCC2)cc1
 : /, 1.8%
> c1ccc(Sc2ncnc3c2oc2ccccc23)cc1
 : /, 2.6%
> C=C(C)COc1ccc(-c2[nH]ncc2Oc2cccc(OC)c2)c(O)c1
 : -15.0, -1.6%
> CC(C)(C)NC(=O)COC(=O)c1ccccc1Nc1ccc(SC(F)F)cc1
 : -6.5, 4.2%

Rewritten in CSV form: part of the list above.
SMILES,RmlCD inh 1536,GlmU inhibition
C=C(C)COc1ccc(-c2[nH]ncc2Oc2cccc(OC)c2)c(O)c1,-15.0,-1.6%
O=C(NCc1ccc2[nH]c3c(c2c1)CCCC3)c1ccc(S(=O)(=O)N2CCOCC2)cc1,/,1.8%
Cc1cc(C)nc(Sc2c(C)nn(-c3ccccc3)c2C)n1,/,1.7%

Next section
Values run as follows: RmlCD inh 1536, GlmU inhibition
> O=C(/C=C/c1ccccc1)NC(=S)Nc1ccccc1C(=O)NC1CCCCC1
 : 3.3, -3.5%
> CNC(=O)c1c(NC(=O)c2cccc(N3C(=O)CCC3=O)c2)sc2c1CCC2
 : 19.2, -2.0%
> CC1=C(C(=O)OC(C)C)C(c2ccc(Br)s2)NC(=O)N1C (stereo unspecified)
 : 9.2, 9.6%
> O=C(Nc1ccc(NC(=O)C2CC2)nc1)c1cnccn1
 : /, 6.8%
> O=C(C1CC1)N1CCc2cc(S(=O)(=O)N3CCOCC3)ccc21
 : -5.3, -0.5%
> COc1ccc(OC)c(S(=O)(=O)N2CCC(C(=O)Nc3cc(C)ccc3C)CC2)c1
 : -9.2, 1.6%
> COc1ccc(C)cc1NC(=O)CSc1nnc(-c2cc3cccc(OC)c3o2)n1N
 : 4.5, 2.2%
> CCCCCc1c(O)nc(SCCN(C)C)[nH]c1=O
 : -10.2, -1.0%
> CCN(CC(=O)Nc1cc(C)c(Cl)cc1OC)CC(=O)NC1CCS(=O)(=O)C1 (stereo unspecified)
 : 7.3, -5.8%
> CSC(=NCc1cccnc1)NS(=O)(=O)c1cccs1
 : /, 5.1%

Molecules above containing a tert-butyl group:
Values run as follows: RmlCD inh 1536, GlmU inhibition
> COc1ccc2c(c1)c(=O)oc1cc3occ(C(C)(C)C)c3cc12
 : -9.6, /
> COc1ccc(CN(C(=O)c2ccc(-c3ccccc3)[nH]2)C(C(=O)NC(C)(C)C)c2ccncc2)cc1 (stereo unspecified)
 : -8.9, 7.5%
> CC(C)(C)NC(=O)COC(=O)c1ccccc1Nc1ccc(SC(F)F)cc1
 : -6.5, 4.2%

Carrying on:
Values run as follows: RmlCD inh 1536, GlmU inhibition
> CN(CCNC(=O)c1ccc(N2CCCC2=O)cc1)CCc1ccccc1
 : -9.3, -6.0%
> CC(C)(C)NC(=O)CN1CCN(C(=O)CCl)CC1
 : /, -2.6%
> O=C1CC(Sc2ncn[nH]2)C(=O)N1c1ccccc1 (stereo unspecified)
 : -6.7, 2.5%
> COc1cc(C(=S)N2CCOCC2)cc(OC)c1OC(=O)c1cc([N+](=O)[O-])c(C)c([N+](=O)[O-])c1
 : 3.8, -0.9%
> CC(Sc1nnc(Cc2cccs2)n1C1CCCCC1)C(=O)N1CCc2ccccc21 (stereo unspecified)
 : -6.7, 2.4%
> COc1ccc(Nc2oc(COc3ccc(Cl)cc3)nc2C#N)cc1
 : /, 2.3%
> Cc1ccc(S(=O)(=O)N2CCCC2C(=O)NCc2ccc3c(c2)OCO3)cc1 (stereo unspecified)
 : -1.7, 1.8%
> Cc1nn(C)cc1N1C(=O)c2cccc3c(N)ccc(c23)C1=O
 : 23.2, -0.1%
> CCOC(=O)C1CN(S(=O)(=O)c2ccc(C)cc2)c2cc(S(=O)(=O)CC)ccc2O1 (stereo unspecified)
 : 50.5, -3.5%
> Cc1ccc(CN2CC34C=CC(O3)C(C(=O)NCc3ccco3)C4C2=O)cc1 (stereo unspecified)
 : 16.5, -5.3%
> CCOC(=O)C(Cc1ccccc1)NC(=O)CCc1c(C)nc2nc(C)nn2c1C (stereo unspecified)
 : /, 2.5%
> CCn1c(SCC(=O)NC(C)c2ccccc2)nc2ccccc21 (stereo unspecified)
 : /, -5.0%
> COc1cc(C(=O)N2CCCC(c3nc(-c4cccs4)no3)C2)cc(OC)c1OC (stereo unspecified)
 : /, 2.5%
> COc1ccc(NCC(=O)N/N=C/C=C/c2ccccc2[N+](=O)[O-])cc1
 : 0.3, 2.5%
> CCn1cc(C(=O)O)c(=O)c2cc(F)c(N3CCN(C)CC3)cc21
 : 13.9, 0.5%&-7.2%
> CC(=O)C1=C(C)NC(=O)CC1c1ccc(F)cc1 (stereo unspecified)
 : -4.1, -6.7%
> COc1ccc(-c2cc(N3C(=O)Nc4ccccc4N3O)n[nH]2)cc1
 : 4.3, 0.6%
> COc1cc(/C=N/n2nnnc2N)ccc1OCc1c(C)no[n+]1[O-]
 : 5.4, 2.9%
> CCN(CC)S(=O)(=O)c1cc(F)ccc1OC
 : /, 1.1%
> COc1cc(NC(=O)c2cccc(Cl)c2)c(OC)cc1NC(=O)CN1CCCCC1
 : 3.2, 6.6%
> O=C(c1cnn2c(C(F)F)cc(-c3ccccc3)nc12)N1CCOCC1
 : /, 1.0%
> CCOC(=O)N1CCC(Nc2c(NCCCN3CCN(C4CCCCC4)CC3)c(=O)c2=O)CC1
 : 4.2, -1.2%
> CCOC(=O)Cn1nc(C(F)F)c(Br)c1C
 : 12.5, 0.0%
> COc1ccc(/C=C/C(=O)c2c(O)n(CCC3=CCCCC3)c(=O)[nH]c2=O)cc1
 : 3.2, 3.1%
> O=C1N2CCSC2=NC1(NS(=O)(=O)c1ccccc1)C(F)(F)F (stereo unspecified)
 : 7.2, -0.1%
> CCCOC(=O)C1=C(C)OC23OC(N)=C(C#N)C12C(=O)c1ccccc13 (stereo unspecified)
 : /, 6.8%
> COC(=O)c1c(C)oc(C)c1S(=O)(=O)NCc1ccco1
 : -25.0, -1.7%
> O=C(NC1CCCC1)C(c1ccncc1)N(Cc1ccccc1)C(=O)c1ccc(-c2ccccc2)[nH]1 (stereo unspecified)
 : 1.5, 1.4%
> COC(=O)CSc1nnc2n(C3CCCCC3)c(=O)c3c4c(sc3n12)CCCC4
 : /, -5.6%
> C=CCNC(=S)NNc1nc2c(c(=O)[nH]1)C1(CCCC1)Cc1ccccc1-2
 : /, 3.7%
> CCCC(=O)Nc1nnc(SCC(=O)Nc2ccc3c(c2)OCO3)s1
 : 26.9, -2.8%
> COc1ccc(C(=O)NC(=S)Nc2ccc(S(N)(=O)=O)cc2)cc1
 : 5.5, 2.6%
> Cc1c(Cl)cccc1Nc1nc(N)nc(CSCCO)n1
 : /, -0.4%
> Cn1nc([N+](=O)[O-])nc1N1CCN(c2ccc(F)cc2)CC1
 : -1.7, -1.2%
> CCC(c1nnnn1C(C)(C)C)N1CCN(C2CCCC2)CC1 (stereo unspecified)
 : 7.6, -2.2%
> O=c1[nH]c2ccc(NS(=O)(=O)c3ccc([N+](=O)[O-])cc3)cc2[nH]1
 : -11.2, 0.9%
> COc1ccc(CCNC(=O)/C(=C/c2cccnc2)NC(=O)c2ccccc2)cc1
 : -9.3, 2.0%
> Cc1ccc(CN2CCN(Cc3ccccc3C(F)(F)F)CC2)cc1
 : /, 7.9%
> Cc1ccccc1CN1CCN(C/C=C/c2ccccc2)CC1
 : -10.3, 6.9%
> COc1ccc(CN(Cc2cc3cc(OC)c(OC)cc3[nH]c2=O)C(=O)NC2CCCCC2)cc1
 : /, 6.3%
> O=C(NC(=S)Nc1ccc(N2CCCCC2)cc1)c1ccco1
 : 5.0, -0.7%
> Nc1nc(N)c(N=Nc2ccc(S(N)(=O)=O)cc2)c(=O)[nH]1
 : -14.1, 7.0%
> COCc1cc(C)nc2sc(C(=O)N3CCCCC3)c(N)c12
 : -5.3, 0.4%
> CCOC(=O)N1C=CC=C[C@@H]2[C@@H](N3C(=O)c4ccccc4C3=O)C(=O)N21
 : /, 5.1%
> COc1ccc(NS(=O)(=O)c2cc(NC(=O)c3cnc(C)cn3)ccc2N2CCCC2)cc1
 : 2.1, -3.1%
> COCCNc1ccc(S(=O)(=O)N2CCCC2)cn1
 : -3.6, 1.7%
> Cc1cc(Br)ccc1S(=O)(=O)n1ccnc1C
 : 1.3, -1.7%
> O=C(CSc1ncnc2c1oc1ccccc12)Nc1ccccc1F
 : 5.9, -4.4%
> Cn1cccc1/C=C(/C#N)c1ccc(F)cc1
 : 4.8, -7.8%
> CC1CCCN(C(=O)C(C)Nc2cc(Cl)ccc2N2CCOCC2)C1 (stereo unspecified)
 : 7.3, 2.7%

(more compounds)
Values run as follows: RmlCD inh 1536, GlmU inhibition
> CC(C)(C)C(=O)c1sc2nc(-c3cccs3)cc(C(F)(F)F)c2c1N
 : /, 3.4%
> N#C/C(=C(/O)c1ccc(F)cc1)c1nc2ccccc2s1
 : 4.2, 11.8%
> CC1(C)OC2OC(COC(=O)c3ccc([N+](=O)[O-])cc3)C3OC(C)(C)OC3C2O1 (stereo unspecified)
 : /, 0.3%
> O=C(O)c1cc2nc(-c3ccccc3)cc(C(F)(F)F)n2n1
 : /, -3.4%
> Cc1ccc(OCc2ccc(C(=O)Nc3nc4ccccc4n3C)o2)c([N+](=O)[O-])c1
 : /, 2.6%
> Cc1ccc(/C=N/NC(=S)NC2CCCCC2)o1
 : /, 1.2%
> COc1ccc(CNC(=O)C2CCC(CNc3c(N4CCC(C)CC4)c(=O)c3=O)CC2)cc1 (stereo unspecified)
 : 8.1, 0.5%
> O=C(Nc1ccc2ccccc2c1)Nc1ccc2snnc2c1
 : /, -6.9%
> CN(C)C(=S)c1ccc(N(C)C)cc1
 : 4.0, 6.1%
> CC1(C)N=C(SCC(=O)Nc2ccc(Cl)cc2Cl)C(c2ccccc2)=N1
 : 9.5, -3.2%
> Cc1c(C(=O)Nc2ccc(Cl)cn2)oc2ccccc12
 : -11.1, -5.0%
> C=CCNC(=O)c1snnc1-c1ccccc1
 : /, 2.3%
